High-throughput results deposited in PubChem by The Scripps Research Institute Molecular Screening Center.
CHO-K1 Ca PAM – counter-screen for M1 PAMs: effect in parental CHO-K1 cells | activation, % at 3 µM | 360,000 compounds, 0.02% hits | AID 602247 | ATP EC20, Fluo-8 calcium fluorescence; 0% at ATP EC20, 100% at ATP max;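 active = activation above the run cutoff, the mean activation of all test compounds plus 3 SD, cut at about 40% in these data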;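 note: peak over basal fluorescence ratio in a 140 s read after ATP addition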
M4 antag – CHRM4 antagonism in calcium assay; 360,000 compounds, 0.73% hits; CHO-hM4 cells, ACh EC80, Fluo-8 calcium fluorescence; inhibition, % at 3 µM; AID 624125;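 active = inhibition above its plate's cutoff, the mean inhibition of sample wells plus 3 SD, cut at about 27% in these data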;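 note: 0% = acetylcholine EC80 with DMSO and 100% = DMSO without agonist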
Target sequence (P08173 whole entry, looked up): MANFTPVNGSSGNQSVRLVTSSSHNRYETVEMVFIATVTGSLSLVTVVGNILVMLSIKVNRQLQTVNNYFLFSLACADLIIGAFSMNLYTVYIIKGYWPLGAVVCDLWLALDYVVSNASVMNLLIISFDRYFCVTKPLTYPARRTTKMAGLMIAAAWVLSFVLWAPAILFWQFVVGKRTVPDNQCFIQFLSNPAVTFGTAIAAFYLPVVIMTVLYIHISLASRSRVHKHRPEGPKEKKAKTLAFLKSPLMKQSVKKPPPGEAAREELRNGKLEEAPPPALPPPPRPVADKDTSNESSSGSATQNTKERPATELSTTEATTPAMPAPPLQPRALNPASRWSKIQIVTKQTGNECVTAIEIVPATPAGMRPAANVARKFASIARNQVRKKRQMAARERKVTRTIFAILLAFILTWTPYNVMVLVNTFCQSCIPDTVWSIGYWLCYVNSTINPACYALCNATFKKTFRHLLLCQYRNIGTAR
CHRM5 PAM – potentiates acetylcholine response at human M5 receptor. 360,000 compounds, 0.3% hits. CHO-K1 hM5, Fluo-8 calcium, ACh EC20 PAM; 0% = ACh EC20, 100% = ACh EC100. P08912. activation, % at 3 µM;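 active = activation above the run cutoff, the mean activation of all test compounds plus 3 SD, cut at about 18% in these data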
Target sequence (P08912 whole entry, looked up): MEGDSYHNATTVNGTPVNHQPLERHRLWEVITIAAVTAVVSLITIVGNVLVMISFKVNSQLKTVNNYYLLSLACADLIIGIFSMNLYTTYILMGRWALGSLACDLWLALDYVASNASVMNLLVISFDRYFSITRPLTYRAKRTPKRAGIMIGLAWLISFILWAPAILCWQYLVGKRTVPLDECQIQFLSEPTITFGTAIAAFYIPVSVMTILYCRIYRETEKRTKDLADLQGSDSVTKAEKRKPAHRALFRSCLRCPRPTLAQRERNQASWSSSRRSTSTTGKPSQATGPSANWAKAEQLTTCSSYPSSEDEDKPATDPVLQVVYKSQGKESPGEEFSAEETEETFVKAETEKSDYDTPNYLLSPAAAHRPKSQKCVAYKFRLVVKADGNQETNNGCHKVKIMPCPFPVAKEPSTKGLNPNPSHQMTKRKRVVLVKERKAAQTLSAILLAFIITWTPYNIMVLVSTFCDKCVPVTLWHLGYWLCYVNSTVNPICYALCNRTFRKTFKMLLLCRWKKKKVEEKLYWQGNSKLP
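Assay system: CHO-K1 hM5 cells. Also added: acetylcholine at EC20 concentration, added after compound. Dosing: 3 µM, single dose. Times: compound preincubation 140 s before EC20 acetylcholine addition. Signal: Fluo-8 calcium fluorescence. Measure: % activation relative to EC20 and EC100 ACh responses. Repeats: singlicate, one well per test compound.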
CHRM4 agonist – CHRM4 agonism in calcium assay. P08173. CHO-K1 hM4/Gqi5, Fluo-8 calcium fluorescence; vehicle 0%, full acetylcholine response 100%. activation, % at 3 µM. 360,000 compounds, 0.14% hits. AID 624127;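 active = activation above the run mean over all test wells plus 3 SD, cut at about 32% in these data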;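 note: peak over basal fluorescence ratio per well then scaled between controls; 0% = DMSO wells and 100% = acetylcholine at EC100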
CHO-K1 Ca antag – M1 antagonist counterscreen hit in parental CHO-K1 cells | AID 602250 | ATP-induced calcium, Fluo-8 fluorescence | inhibition, % at 3 µM | 360,000 compounds, 0.6% hits;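 active = inhibition above a per-plate cutoff, the plate's mean sample inhibition plus 3 SD, cut at about 24% in these data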;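 note: 0% = DMSO plus EC80 ATP and 100% = DMSO alone without ATP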
CHRM5 antagonist – CHRM5 antagonism in calcium assay. P08912. CHO-hM5 cells, Fluo-8 calcium fluorescence, ACh EC80. inhibition, % at 3 µM. 360,000 compounds, 0.59% hits. AID 624040;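 active = inhibition above a per-plate cutoff, the mean of that plate's test compounds plus 3 SD, cut at about 27% in these data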;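 note: 0% = acetylcholine EC80 with DMSO and 100% = DMSO without agonist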
M5 ag – agonists of human muscarinic M5 receptor (CHRM5) | 360,000 compounds, 0.19% hits | P08912 | CHO-K1 hM5 cells, Fluo-8 calcium fluorescence; 0% DMSO wells, 100% maximal acetylcholine response | AID 624037 | activation, % at 3 µM;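 active = activation above the run's mean over test compounds plus 3 SD, cut at about 23% in these data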;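 note: signal is peak over basal fluorescence ratio across the kinetic read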
CHO-K1 Ca ag – nonselective activator or artifact in parental CHO-K1 cells. AID 602248. Fluo-8 calcium fluorescence; scaled to maximal ATP response, vehicle zero. activation, % at 3 µM. 360,000 compounds, 0.48% hits; in the data active = activation above about 15%;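 note: untransfected CHO-K1 host cells lacking M1 receptor as counterscreen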
M4 PAM – CHRM4 positive allosteric modulation; P08173; CHO-K1 hM4/Gqi5, Fluo-8 calcium fluorescence, ACh EC20; 0% = ACh EC20, 100% = maximal ACh; activation, % at 3 µM; 360,000 compounds, 0.4% hits;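 active = activation above its plate's cutoff, the mean activation of sample wells plus 3 SD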; note: some results filed as inactive read as strong as hits
Numbers without * were called inactive.

SMILES	CHO-K1 Ca PAM	M4 antag	CHRM5 PAM	CHRM4 agonist	CHO-K1 Ca antag	CHRM5 antagonist	M5 ag	CHO-K1 Ca ag	M4 PAM
Cc1c(C(=O)N2CC(C(=O)N3CCCCC3)Oc3ccccc32)oc2ccccc12 (configuration not stated)	17	3	-1	1	2	8	2	1.1	7
O=C(O)c1c[nH]c(=S)n1-c1ccc(F)cc1	26	4	8	0	-5	-8	-1	1.3	7
O=C(NCc1ccccc1CN1CCCC1)c1ccc(Cl)c(N2CCCC2=O)c1	2	10	1	-1	-8	15	-7	0.2	-3
CCn1c(CCNC(=O)c2ccc(OC)cc2)nnc1SCC(=O)Nc1ccccc1F	-12	-1	9	6	-12	-9	-1	0.1	11
CSc1cccc(NC(=O)Cn2cccc2)c1	2	-3	1	0	4	-1	-2	9.6	5
COc1ccc(Cl)cc1C(=O)NCc1cn(C)nc1C	2	-1	2	0	-1	-4	-3	0.0	-1
COC(=O)c1ccccc1C(=O)c1c(C)cc(C)cc1C	4	-4	2	-4	-10	-1	-4	0.1	-1
CN(C)S(=O)(=O)c1ccc(N2CCCC2)c(C(=O)NCC2COc3ccccc3O2)c1 (configuration not stated)	8	-17	0	13	-11	-14	-4	4.1	-8
C/C(=N/NC(=O)CNC(=O)COc1ccccc1)c1ccc(Cl)cc1	21	-1	4	0	-24	-7	-4	0.7	1
Cc1cccc(C)c1OCc1nc2ccccc2c(=O)n1/N=C/c1c[nH]c2ccccc12	21	-5	1	1	-10	-7	-1	0.2	-4
CCc1cccc(CC)c1NC(=S)NCC(c1cccnc1)N1CCOCC1 (configuration not stated)	-8	-1	3	1	10	0	2	0.1	6
CCN(C(=O)CCS(=O)(=O)c1cccc2nonc12)c1ccc(F)cc1	-11	-4	0	0	-8	5	-2	0.3	0
COCCNC(=O)C1CCN(Cc2cccc(OCc3ccccc3)c2)CC1	-14	0	5	-1	11	6	-12	-0.6	-1
O=C(Cn1nnc2ccccc21)N/N=C\C=C\c1ccccc1	-5	-7	-4	2	7	-1	0	0.1	5
Cc1csc(SCC(=O)N(c2ccccc2)C(C)C)n1	-4	-3	8	0	-3	-6	-1	0.0	1
CN(CC(=O)Nc1ccc(Cl)c(C(F)(F)F)c1)C(=O)Cn1cc([N+](=O)[O-])ccc1=O	10	-16	-1	8	-14	-4	2	5.8	9
O=C(NC(=S)Nc1ccc(N2CCN(C(=O)c3ccccc3)CC2)cc1)c1cccs1	-12	3	-4	3	5	7	2	2.1	-8
O=C1NC[C@@H](CCCCN2C[C@H](Cc3ccccc3)N(CC3CCCCC3)C(=O)C2=O)N(CCc2ccccc2)C1=O	14	-1	0	0	-14	-1	0	1.6	11
COc1ccccc1N1CCN(C(=O)CN(Cc2ccc(Cl)cc2)S(C)(=O)=O)CC1	9	-1	-4	5	-3	9	2	2.8	-3
C=CCN(c1ccccc1)S(=O)(=O)c1cc2c(cc1C)NC(=O)CO2	11	-10	-1	-1	0	-1	-4	0.5	0
C=CCN1C(=O)C(=O)N(Cc2nc3ccccc3s2)C1=O	9	0	4	2	-12	2	-1	0.8	4
CC1Sc2ccc(S(=O)(=O)N3CCC(C(N)=O)CC3)cc2NC1=O (configuration not stated)	1	-16	-4	1	-13	8	-6	0.4	3
Cc1cc(C)cc(NS(=O)(=O)c2ccc(-c3cnc(C4CC4)o3)cc2)c1	16	14	0	8	-2	6	3	3.1	-7
Cc1ccc(C)c(S(=O)(=O)N2CCN(C(=O)c3cccnc3)CC2)c1	-9	-11	-3	1	1	-6	0	1.1	-2
O=C(c1cc(-c2ccc(Cl)cc2)nc2ccccc12)N1CCOCC1	-3	5	-10	12	4	6	5	1.1	-6
O=C(N/N=C/c1ccccc1)c1ccco1	3	-1	-4	1	-6	7	3	0.1	-4
Cc1cc2ccc(C)c(C)c2nc1SCC(=O)c1cccs1	22	-9	-3	0	-8	6	-3	2.2	9
Cc1ccc(NC(=O)CN2C(=O)S/C(=C\c3cc(C)n(C)c3C)C2=O)cc1	-8	8	-11	20	-2	11	2	4.5	-7
CC(C)(C)OC(=O)Cn1c(=O)cnc2ccccc21	15	-3	-3	0	-9	-1	-3	0.2	0
COc1ccc(-c2csc(NCc3ccco3)n2)cc1	10	11	-1	-1	2	0	-1	0.6	4
CC(C)CN(C(=O)COC(=O)CNC(=O)c1ccc(Cl)cc1)C1CCS(=O)(=O)C1 (configuration not stated)	4	2	3	8	-14	3	-2	1.9	-5
CCOC(=O)N1CCN(C(=O)c2ccc(N(Cc3ccc(Cl)cc3)S(C)(=O)=O)cc2)CC1	26	1	-2	5	-18	-4	0	3.9	-4
COc1cc(SC)ccc1C(=O)NNC(=O)C1COc2ccccc2O1 (configuration not stated)	14	0	6	1	-6	0	1	-0.5	12
CCOC(=O)c1c(NC(=O)CSc2nc3ccccc3s2)sc(C(C)=O)c1C	7	8	-8	6	-4	15	0	5.3	2
CC1(C)NC(=O)N(CC(O)CNC23CC4CC(CC(C4)C2)C3)C1=O (configuration not stated)	10	-5	-5	0	-8	-1	1	0.2	-4
COc1cc(OC)c(OC)cc1/C=C1\Oc2cc(OS(C)(=O)=O)ccc2C1=O	-10	5	2	2	-3	4	11	4.1	-3
CCNS(=O)(=O)c1ccc(CCC(=O)N2CCc3ccccc3C2)cc1	12	-17	-6	1	-12	11	-3	0.3	1
c1ccc(-c2cc(N3CCCCCC3)n[nH]2)cc1	5	4	2	-1	-18	-2	1	0.2	-3
CCN(CC)c1cccc(OCC(=O)N(C)CCC#N)c1	7	0	5	1	-1	-3	-3	0.7	2
O=C(N/N=C/c1cn(-c2cccs2)nc1-c1ccccc1)c1ccc(O)cc1	15	0	-9	4	0	3	2	1.4	-9
COc1cccc(C(=O)c2sc(NC(C)C)nc2N)c1	12	-6	0	1	-8	6	-1	0.5	9
CCc1ccc(N2CC(O)(c3cccs3)[N+]3=C2SCCC3)cc1 (configuration not stated)	-8	24	-33	17	15	33*	-13	4.2	-27
O=C(CCc1ccccc1)NNC(=O)c1ccccc1C(=O)O	11	-4	-5	1	-12	4	-1	0.5	14
COc1ccc(Nc2nnc(SCC(=O)NC3CCS(=O)(=O)C3)s2)cc1 (configuration not stated)	25	-27	-6	1	5	8	-2	1.2	9
COc1ccccc1CC(=O)Nc1cccc2c1CCCC2	20	-2	-1	-1	-7	-3	-2	0.2	-5
COCCn1c(=O)[nH]c2cc(C(=O)OC)ccc2c1=O	10	2	-7	1	-3	3	-9	0.2	8
CC(=O)c1ccc(-c2cccc(-c3nc4ccccn4c3NC3CCCCC3)c2)cc1	19	19	-31	11	-13	15	-6	1.7	-11
N#Cc1c(-c2ccccc2)cc(C2CC2)nc1SCC(=O)O	5	-1	-2	1	-2	4	-2	0.0	-1
O=C(CCN1CCOCC1)NC1CCCN(Cc2ccccc2F)C1 (configuration not stated)	-13	-8	-7	0	2	21	-4	0.0	-1
COc1ccc(Br)cc1-c1noc(-c2ccncc2)n1	-4	-10	-1	1	-2	5	0	0.0	8

Arranged by length of the SMILES (smallest number first): some entries from above.
SMILES	CHO-K1 Ca PAM	M4 antag	CHRM5 PAM	CHRM4 agonist	CHO-K1 Ca antag	CHRM5 antagonist	M5 ag	CHO-K1 Ca ag	M4 PAM
COc1ccccc1CC(=O)Nc1cccc2c1CCCC2	20	-2	-1	-1	-7	-3	-2	0.2	-5
CCc1ccc(N2CC(O)(c3cccs3)[N+]3=C2SCCC3)cc1 (configuration not stated)	-8	24	-33	17	15	33*	-13	4.2	-27
COc1ccc(Nc2nnc(SCC(=O)NC3CCS(=O)(=O)C3)s2)cc1 (configuration not stated)	25	-27	-6	1	5	8	-2	1.2	9

Next section.
SMILES	CHO-K1 Ca PAM	M4 antag	CHRM5 PAM	CHRM4 agonist	CHO-K1 Ca antag	CHRM5 antagonist	M5 ag	CHO-K1 Ca ag	M4 PAM
COc1cc(OC)cc(-n2nnnc2SCC(=O)NC2CCCC2)c1	10	3	-1	1	-6	2	-3	0.0	0
CCCCOc1ccc(S(=O)(=O)NNC(=O)c2cc3ccccc3o2)cc1	-2	-11	-16	5	2	6	1	3.4	-13
COC(=O)c1ccc(Cn2cc(C(F)(F)F)ccc2=O)cc1	-12	8	5	1	9	5	0	0.1	6
C/C(=N\Nc1ccc(C(=O)O)cc1)c1ccc(S(=O)(=O)NCc2ccco2)cc1	18	-5	2	1	-7	1	-4	0.4	9
CCSc1nnc(NC(=O)c2cc(-c3ccccc3O)n[nH]2)s1	-11	26	1	1	1	-3	4	0.8	20
COC(=O)c1ccc(C)c(NC(=O)C2CC(=O)N(C3CCCC(C)C3C)C2)c1 (configuration not stated)	-1	0	0	2	-5	6	2	1.6	-4
COc1ccc([N+](=O)[O-])cc1/C=N/Nc1nc(N2CCCCC2)nc(N2CCCCC2)n1	3	-2	-3	0	9	-9	-1	-0.3	0
CCc1nc2ccc(C(=O)N(C)C(C)C)cn2c1N(CCC(C)C)CCN(C)C	4	-7	3	1	-7	-2	-1	0.7	3
COc1cc(C(C(=O)NCc2ccccc2)N(C(=O)c2snc(C(N)=O)c2N)C2CCCC2)cc(OC)c1OC (configuration not stated)	10	-26	8	4	-28	-6	2	0.8	16
CC(C)Cc1cc(C(=O)N2CCC(N3CCC(C(=O)N4CCCC4)CC3)CC2)n[nH]1	9	10	-2	1	5	6	-3	-0.3	2
C[C@@H](CO)NC(=O)[C@H]1O[C@@H](n2cnc3c(N)ncnc32)[C@H](O)[C@@H]1O	14	0	3	0	-12	2	4	0.4	1
Cc1cc(NC(=O)C2C3C(=O)N(Cc4ccc(Cl)cc4)C(C(=O)NCc4ccccc4)C34C=CC2(C)O4)no1 (configuration not stated)	2	-1	0	-1	0	2	-1	-0.1	16
CC1CN(C(=O)c2cc3cc(Cl)ccc3[nH]2)CC(C)O1 (configuration not stated)	6	-13	-4	0	-18	-7	-5	0.3	1
COc1cc(Br)ccc1NC(=O)c1ccccc1-c1ccccc1C(=O)O	21	-5	7	1	-10	5	-3	0.3	-3
CCc1noc(C)c1C(=O)OCC(=O)Nc1ccc2c(c1)OCO2	9	0	-4	1	-13	19	-2	2.4	5
NC(=O)c1ccc(N2CCC(C(N)=O)CC2)c([N+](=O)[O-])c1	-6	14	-2	0	-10	10	-2	-0.2	-1
O=C(/C=C/c1ccc2ccccc2n1)c1cc(Cl)ccc1O	5	-6	4	3	-2	6	1	2.0	-3
COc1c2ccoc2nc2c(OC)c(OC[C@@H](O)C(C)(C)O)ccc12	-10	-2	1	-1	12	9	3	-0.3	2
CC(=O)Nc1ccc(OC(=O)Oc2ccc(NC(C)=O)cc2)cc1	-12	-4	0	1	-3	-5	-2	0.4	1
COc1cccc(NC(=S)N(CCN(C)C)Cc2cccs2)c1	8	2	6	2	-11	4	-10	0.5	-2
CCN(CC(=O)Nc1ccc(NC(C)=O)cc1)C(=O)COc1ccccc1Cc1ccccc1	-23	-16	-4	12	8	0	-3	0.9	-6
Cc1nc(C)c(C(=O)C2=C(O)C(=O)N(CCN3CCOCC3)C2c2ccco2)s1 (configuration not stated)	-8	-4	2	1	6	-4	-1	0.1	0
O=c1c2nnn(Cc3ccc(Cl)cc3)c2ncn1Cc1ccc(F)cc1	11	2	-3	1	-10	4	3	0.5	-5
COc1ccc(C(=O)Nc2ccc(Cl)cc2F)cc1S(=O)(=O)N1CCCC1	-16	-9	-5	6	-5	7	1	1.8	-6
CCOCCCN(C(=O)CCC(=O)Nc1cc(C)on1)C(C(=O)NC(C)(C)CC)c1cccc(OC)c1OC (configuration not stated)	8	0	5	0	-15	4	-5	-0.4	-1
